EPAC1 ag = qHTS for Agonist of cAMP-regulated guanine nucleotide exchange factor 3 (EPAC1): primary screen; Rap guanine nucleotide exchange factor 3 (Homo sapiens), O95398; EPAC1 agonist qHTS, biochemical assay; response scale: 100% = response to 6.5 mM cAMP; Potency, µM (series often up to 154 µM), inactives show top-dose activation, usual class: activators; 360,000 compounds, 0.073% hits; also: potency is read from the fitted curve at half-maximal effect; nearly all actives have a fitted effect of over 60% in size
Target sequence (O95398 whole entry, looked up): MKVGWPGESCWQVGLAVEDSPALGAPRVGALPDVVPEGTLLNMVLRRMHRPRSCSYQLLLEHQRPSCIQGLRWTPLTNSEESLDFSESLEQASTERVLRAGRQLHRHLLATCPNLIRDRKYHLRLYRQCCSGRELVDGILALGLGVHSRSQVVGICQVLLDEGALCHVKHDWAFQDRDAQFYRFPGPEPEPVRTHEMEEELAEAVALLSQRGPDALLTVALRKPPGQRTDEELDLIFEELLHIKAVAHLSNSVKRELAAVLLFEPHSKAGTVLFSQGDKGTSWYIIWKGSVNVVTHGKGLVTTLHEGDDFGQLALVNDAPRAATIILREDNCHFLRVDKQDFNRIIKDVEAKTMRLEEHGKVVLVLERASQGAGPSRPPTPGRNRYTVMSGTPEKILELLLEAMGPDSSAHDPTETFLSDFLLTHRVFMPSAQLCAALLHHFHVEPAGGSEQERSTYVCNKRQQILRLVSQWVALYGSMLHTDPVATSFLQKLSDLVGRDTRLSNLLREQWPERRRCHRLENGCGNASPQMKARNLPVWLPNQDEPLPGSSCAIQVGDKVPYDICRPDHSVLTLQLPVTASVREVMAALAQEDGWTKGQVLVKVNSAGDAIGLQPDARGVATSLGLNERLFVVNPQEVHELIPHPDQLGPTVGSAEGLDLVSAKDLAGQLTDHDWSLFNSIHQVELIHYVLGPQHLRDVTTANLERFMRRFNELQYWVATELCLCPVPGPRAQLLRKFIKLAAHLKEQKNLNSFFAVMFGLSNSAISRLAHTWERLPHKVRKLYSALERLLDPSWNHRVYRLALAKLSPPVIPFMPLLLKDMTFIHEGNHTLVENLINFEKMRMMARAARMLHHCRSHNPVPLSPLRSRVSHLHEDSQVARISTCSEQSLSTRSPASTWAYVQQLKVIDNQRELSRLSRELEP
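Nucleotide exchange assay: 100 nM EPAC1 with 250 nM Rap1B loaded with BODIPY-GDP and 50 uM GDP, room temperature. Fluorescence (480/540 nm) read every 5 min for 30 min; signal change normalized to 6.5 mM cAMP as full agonist.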
HEK293 tox = qHTS of GLP-1 Receptor Inverse Agonists: Cytotox Screen | HEK293 cAMP-luciferase reporter cells, luminescence, 24 h | Potency, µM (series often up to 38.3 µM), inactives show at the highest dose activity change, negative = inhibition, most hits filed as inhibitors | 410,000 compounds, 0.13% hits;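 also: loss of luciferase light is scored as toxicity; potency is read from the fitted curve at half-maximal effect; % is scaled to controls: 0 for no effect and ±100 for the full control effect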
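Luminescence readout: signal drop marks cytotoxicity. Plated cells grew 12 h at 37 °C, 5% CO2, received 23 nL compound for 24 h, then got luciferase reagent, read after 12 min at RT.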
IL-2 act = qHTS of IL-2 Activators; IL-2 activation reporter assay, cell-based qHTS; stimulated with anti-CD3/CD4/CD28 beads; in transgenic mouse T cells; activation, % (series mostly up to about 46 µM); 360,000 compounds, 0.065% hits; in the data active = activation above about 50%; inconclusive = mostly about 30% to 49%; also: 0% is about no effect
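Readout: EGFP and DsRed signals by fluorescent plate cytometry. Unstimulated transgenic mouse T cells received compound 60 min before antibody-bead stimulation, then incubated 18 h at 37 degrees C.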
GLP-1R inv ag = qHTS of GLP-1 Receptor Inverse Agonists (Inhibition Mode) | Glucagon-like peptide 1 receptor (Homo sapiens), P43220 | HEK293 GLP-1R CRE-luciferase, luminescence, 24 h; GLP-1R form is constitutively active | Potency, µM (titrated, usually from 38.3 µM), for inactives: at the highest dose activity change, negative = inhibition, usual class: inhibitors | 410,000 compounds, 1.6% hits; also: potency is read from the fitted curve at half-maximal effect; % is scaled to controls: 0 for no effect and ±100 for the full control effect; nearly all actives have a fitted effect of over 55% in size
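Using stably transfected HEK293 (constitutively active GLP-1R, cAMP-luciferase reporter), compounds were incubated 24 hr and luciferase measured by luminescence.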
PI5P4Ka inh = qHTS for Inhibitors of phosphatidylinositol 5-phosphate 4-kinase (PI5P4K); 330,000 compounds, 1.2% hits; AID 652105, 2013; max response, %; PI5P4Kalpha enzyme, ADP-Glo luminescence, 60 min; hits give low values; active = max response of -50% or lower; inconclusive = between -30% and -50%; inactive = -30% or higher; also: value at the top dose of about 77 µM; % is scaled to controls: 0 for no effect and ±100 for the full control effect
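Controls without substrate or without enzyme flank wells where PI5P4Kalpha converts substrate using 5 microM ATP (final). Incubation lasts 60 minutes at room temperature; ADP formed is read by ADP-Glo luminescence.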
EPAC1 antagonist = qHTS for Antagonist of cAMP-regulated guanine nucleotide exchange factor 3 (EPAC1): primary screen | Rap guanine nucleotide exchange factor 3 (Homo sapiens), O95398 | EPAC1 GEF assay, Rap1b-BODIPY-GDP exchange fluorescence | Potency, µM (doses to about 115 µM), for inactives: at the highest dose activity change, negative = inhibition, most hits filed as inhibitors | 360,000 compounds, 0.14% hits | AID 720709, 2013;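 also: potency is read from the fitted curve at half-maximal effect; plate controls were vehicle for no effect and positive control for full effect; nearly all actives have a fitted effect of over 50% in size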
PLK1 PBD inh = qHTS for Inhibitors of PLK1-PDB (polo-like kinase 1 - polo-box domain): Primary Screen | AID 720504, 2013 | 360,000 compounds, 2.8% hits | Potency, µM, for inactives: max response, negative = inhibition, actives largely listed as inhibitors | Plk1 PBD binding of FITC phosphopeptide, fluorescence polarization; also: potency is read from the fitted curve at half-maximal effect; series mostly up to about 57 µM; % is scaled to controls: 0 for no effect and ±100 for the full control effect; nearly all actives have a fitted effect of over 65% in size
PTHR1 agonist = qHTS for PTHR1 Agonists: Primary Screen. Potency, µM (top dose mostly 115 µM), inactives show top-dose activation, hits mostly activators. AID 743266, 2014. HEK293 GP2 PTHR1 cells, GloSensor cAMP luminescence, 1 h. 410,000 compounds, 0.075% hits. Parathyroid hormone/parathyroid hormone-related peptide receptor (Homo sapiens), Q03431; also: potency is read from the fitted curve at half-maximal effect; nearly all actives have a fitted effect of over 55% in size; some results filed as inactive show a strong effect at the top dose; inactives centre near -15; many of its hits are not listed in these tables
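HEK-293-derived GP2 cells expressing PTHR1 and a GloSensor cAMP reporter, 3,000/well, plated overnight, given luciferin plus IBMX (each 0.5 mM as added) for 1 h at 37 °C, then compound for 1 h at 37 °C. Luminescence was read after 15 min at room temperature.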
GLP1R ag = qHTS of GLP-1 Receptor Agonists; 380,000 compounds, 0.007% hits; Potency, µM (titrated, usually from 45.6 µM), inactives show at the top dose activation, hits mostly activators; HEK293 GLP-1R CRE-luciferase, luminescence, 4-6 h; cells express a hypersensitive GLP-1R form; also: potency is read from the fitted curve at half-maximal effect; % of control where 0% means no effect
An asterisk follows results filed as active; i = inactive; ? = inconclusive; . = no result given; [ ] = remark or other dose. Unless noted, calls follow the shape of the dose curve; as a rule, active = well fitted curve in the direction sought with a large enough effect; inconclusive = small, poorly fitted or top-dose-only effect, or another doubt; inactive = no such curve, though single readings can be large; an effect the other way counts as inactive or inconclusive.

SMILES	EPAC1 ag	HEK293 tox	IL-2 act	GLP-1R inv ag	PI5P4Ka inh	EPAC1 antagonist	PLK1 PBD inh	PTHR1 agonist	GLP1R ag
CCCCCCC(=O)Nc1ccc(S(=O)(=O)Nc2onc(C)c2C)cc1	10%	-4%	-0.6	-16%	-6	-7%	3%	i	-6%
O=C(CCCn1c(=O)[nH]c2ccccc2c1=O)N1CCN(c2ccccn2)CC1	-3%	-28%	-0.9	-16%	1	-1%	5%	i	-4%
CCOc1c(C)cnc2c1c(=O)n(Cc1ccc(Cl)cc1)c(=O)n2C	-9%	5%	-0.6	1%	-4	-16%	-2%	-31%[inhibitor]	-5%
C=CCn1c(SCc2c(C)noc2C)nc2sc3c(c2c1=O)CCCCC3	0%	-23%	-0.4	-2%	-1	-1%	-2%	-24%[57.5 µM]	-2%
Cc1nc2ccc([N+](=O)[O-])cc2c(=O)n1Cc1ccc(F)cc1	-4%	-15%	-0.8	-5%	-1	-2%	?	-24%	4%
O=C(CC1SC(N2CCCCC2)=NC1=O)Nc1ccc(C(=O)Nc2ccccc2)cc1 (stereo not drawn)	7%	-5%	-1.8	-6%	-2	15%	-4%	-2%	0%
Cn1cccc1Cc1nnc(SCC(=O)Nc2cccc(F)c2)n1-c1ccc(F)cc1	-7%	-11%	-2.9	?	-6	-22%	?	9%	2%
COc1ccc(-c2ccc(-c3noc(C4CCCCC4)n3)c(OC)n2)cc1	-1%	11%	-0.2	-11%	2	-18%	0%	i	-10%
O=C(N/N=C/c1cc2c(cc1Br)OCO2)c1ccccn1	5%	2%	-0.7	-1%	-3	1%	6%	-4%	1%
Fc1ccc(Br)cc1C1C=C(c2ccc(Br)s2)Nc2ncnn21 (stereo not drawn)	24%	343%[activator]	0.4	?	-16	50%[activator]	-5%	-6%[57.5 µM]	1%
CC(=O)OCC(=O)C1(O)CCC2C3CCC4=CC(=O)CCC4(C)C3(Cl)C(O)CC21C (stereo not drawn)	-5%	5%	0.1	?	-3	-12%	-1%	i	1%
COC(=O)c1cc(NC(=O)C2CC(=O)NC(=NCc3ccc(OC)cc3)S2)cc(C(=O)OC)c1 (stereo not drawn)	14%	0%[7.66 µM]	0.0	13%[7.66 µM]	-2	-15%	?	i	4%
O=C(NCCCc1ccccc1)c1cccc(NC(=O)c2ccccc2)c1	-5%	-3%	0.5	?	-7	2%	-4%	-25%	2%
CCC[C@@H]1C[C@@H](C(=O)N[C@H]([C@@H](C)O)[C@H]2O[C@H](SC)[C@H](O)[C@@H](O)C2O)N(C)C1 (stereo partly drawn)	-20%	0%	0.8	-11%	-1	0%	5%	-37%[inhibitor]	-1%
COc1ccccc1N(Cc1ccccc1)S(=O)(=O)c1cccc(C(=O)Nc2ccc(C)cn2)c1	-1%	2%	-0.5	?	4	3%	-3%	-24%	20%
COc1ccc(CNC(=O)c2csnn2)cc1	5%	0%	-2.8	0%	.	7%	-10%	-6%[57.5 µM]	-9%
COc1ccccc1NC(=O)C(=O)N1CCCC1	4%	3%	-2.2	55%[activator]	2	3%	-2%	i	15%
COc1ccccc1CCN=C(N)NS(=O)(=O)c1cccs1	-3%	3%	-1.6	13%	-9	13%	-1%	-8%	12%
COc1cccc(C(=O)NCCS(=O)(=O)NCc2ccccn2)c1	9%	8%	-0.4	-1%	4	7%	-8%	i	12%
COc1cccc(C(=O)NCCCc2ccccc2)c1OC	-1%	-1%	-0.3	18%	3	-19%	?	i	11%
O=C(NCCCNC(=O)c1cncc(O)c1)c1cncc(O)c1	1%	10%	-0.4	-6%	-8	-9%	?	-13%	-1%
CCOC(=O)c1nn(-c2ccc(C)cc2)c(=O)cc1OCC(=O)N1CCN(c2ccccc2)CC1	7%	5%	-1.4	-13%	4	8%	-7%	-6%	-8%
COc1ccc(-c2cc(C(F)(F)F)nc(-n3ccnc3)n2)cc1	11%	2%	1.3	1%	4	-7%	-5%	0%	12%
Cc1ccc(-c2nc(-c3cc4cccc(OCc5ccccc5F)c4oc3=O)no2)cc1	.	-4%	.	3%	.	.	.	i	0%

3 compounds out of the list above, ordered by their value in PI5P4Ka inh, high to low.
structure | PI5P4Ka inh
COc1ccc(-c2cc(C(F)(F)F)nc(-n3ccnc3)n2)cc1 | 4
COc1cccc(C(=O)NCCCc2ccccc2)c1OC | 3
CCC[C@@H]1C[C@@H](C(=O)N[C@H]([C@@H](C)O)[C@H]2O[C@H](SC)[C@H](O)[C@@H](O)C2O)N(C)C1 (stereo partly drawn) | -1

(list continues)
SMILES	EPAC1 ag	HEK293 tox	IL-2 act	GLP-1R inv ag	PI5P4Ka inh	EPAC1 antagonist	PLK1 PBD inh	PTHR1 agonist	GLP1R ag
COC1CCN(C(=O)CC2C(=O)NCCN2CC2CCCCC2)CC1 (stereo not drawn)	-3%	-4%	-0.3	17%	-5	10%	0%	i	11%
CCC(=O)c1ccc(OCC(=O)Nc2cccc(S(=O)(=O)N3CCCCCC3)c2)cc1	8%	1%	-5.2	?	14	-14%	-9%	-37%[inhibitor]	1%
CCN(CC)CCCN(C(=O)c1ccc(Br)cc1)c1nc(-c2ccc(OC)cc2)cs1	13%	-21%	-2.1	?	10	-9%	-1%	i	0%
O=C(Nc1cccc(C(=O)N2CCN(c3cccc(Cl)c3)CC2)c1)c1ccccc1	7%	-14%	-0.8	?	-8	-15%	-11%	-29%	0%
O=c1[nH]cnc(O)c1C1C=CC=CC=C1	8%	-4%	-1.1	3%	3	-14%	-8%	-90%[inhibitor]	-3%
CCCCOc1ccc(/C=C2/Sc3ccccc3C2=O)cc1	9%	-8%	0.2	10%	5	8%	7%	-10%[57.5 µM]	0%
CC(=O)NC(c1cccc(F)c1)c1nc(-c2cccc(C(C)C)c2)cs1 (stereo not drawn)	-15%	-5%	-1.1	?	25	-24%	-5%	i	20%
O=C(NCc1cccnc1)c1cccc(S(=O)(=O)Nc2cccc(Cl)c2)c1	-4%	1%	-4.7	-15%	3	-4%	1%	-27%	-2%
COC(=O)c1ccc(NC(=O)C2CCCN2S(=O)(=O)c2ccc(OC)cc2)cc1 (stereo not drawn)	0%	-5%	-3.2	0%	-4	-25%	-13%	-17%	5%
O=C(N/C(=C/c1ccco1)C(=O)N1CCOCC1)c1ccccc1Br	-26%	2%	1.9	-13%	0	3%	4%	i	-11%
COc1ccc(S(=O)(=O)N(CCC(=O)O)Cc2ccccc2)cc1	-10%	1%	-5.7	2%	-4	-6%	1%	-23%	1%
CCc1ccc(OCCOCC(O)CN2CCN(Cc3ccc(Cl)cc3)CC2)cc1 (stereo not drawn)	-11%	-16%	-0.3	?	-1	5%	-3%	i	2%
COc1ccccc1NC(=S)NNC(=O)c1ccncc1	-4%	-1%	-2.5	1%	-5	-29%	-19%	-27%	2%
CCCNC(=O)NC1C(NC(=O)NCCC)N(C)C(=O)N1C (stereo not drawn)	3%	50%[activator]	0.1	11%	2	-11%	-3%	?	-2%
O=C(COC(=O)c1ccccc1NS(=O)(=O)c1ccc(Cl)cc1)NCc1ccccc1	5%	5%	-0.2	4%	-9	?	-13%	1%	17%
Cc1ccccc1-c1nnc(SCC(=O)NC2CCCC2)n1C	5%	17%	0.9	9%	-2	13%	-10%	i	2%
Cc1ccc(C(=O)CCC(=O)CCC(=O)O)cc1	10%	-7%	-1.3	-1%	.	6%	-5%	-8%[57.5 µM]	-10%
CC(Cc1ccccn1)NC(=O)CCc1nnc(C2CCCCC2)o1 (stereo not drawn)	-8%	-5%	-1.0	-9%	-7	-4%	-7%	i	-3%
CC(C)C[C@H]1CN([C@@H](CC(C)C)CN2CCCC2CN2C(=S)NC[C@@H]2Cc2ccc(O)cc2)C(=S)N1CC1CCCCCC1 (stereo partly drawn)	-21%	-9%	-0.8	5%	-14	-1%	-3%	i	-3%
O=C(C[n+]1ccccc1)N/N=C/c1cc(Br)cc(Br)c1O	-6%	7%	-0.6	?	13	-10%	1%	-10%	-1%
Cc1nc(NC(=O)COC(=O)c2ccc(CO)cc2)c(Cl)cc1Cl	-7%	8%	1.6	11%	-9	-6%	-16%	i	0%

At a glance, part of the list above:
SMILES	EPAC1 ag	HEK293 tox	IL-2 act	GLP-1R inv ag	PI5P4Ka inh	EPAC1 antagonist	PLK1 PBD inh	PTHR1 agonist	GLP1R ag
Cc1ccccc1-c1nnc(SCC(=O)NC2CCCC2)n1C	5%	17%	0.9	9%	-2	13%	-10%	i	2%
Cc1ccc(C(=O)CCC(=O)CCC(=O)O)cc1	10%	-7%	-1.3	-1%	.	6%	-5%	-8%[57.5 µM]	-10%

Part of the list above with just EPAC1 antagonist, GLP-1R inv ag and GLP1R ag.
Compound,EPAC1 antagonist,GLP-1R inv ag,GLP1R ag
CC(Cc1ccccn1)NC(=O)CCc1nnc(C2CCCCC2)o1 (stereo not drawn),-4%,-9%,-3%
CC(C)C[C@H]1CN([C@@H](CC(C)C)CN2CCCC2CN2C(=S)NC[C@@H]2Cc2ccc(O)cc2)C(=S)N1CC1CCCCCC1 (stereo partly drawn),-1%,5%,-3%
O=C(C[n+]1ccccc1)N/N=C/c1cc(Br)cc(Br)c1O,-10%,?,-1%

High-throughput results deposited in PubChem by National Center for Advancing Translational Sciences (NCATS).

An excerpt, so the mix of outcomes need not match the whole.
